Assay outcomes from PubChem BioAssay.
hERG protect = hERG (human) protection from proarrhythmic block. Q12809. CHO-hERG, FluxOR thallium flux, dofetilide IC70 present. activation (rescue from dofetilide block), less the hit threshold, % at 10 µM. actives 0.51% (n = 310,000). AID 1511;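 active means activation above the mean of controls blocked by dofetilide plus 5 SD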;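 further: thallium influx through hERG after potassium depolarization seen as dye fluorescence rise; in these data hits start at about 4.7%; inactives centre near -7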
PolyA inh = yeast polyadenylation inhibition; actives 0.02% (n = 300,000); AID 1875; calls only at 12 µM; S. cerevisiae SKY197-pL101 polyadenylation reporter, beta-gal luminescence; efflux-impaired pdr1/pdr3 knockout yeast; score 100 = 6 SD above DMSO;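 active means lowest replicate activity score at least 50, where 100 means six control SD above control mean; inconclusive means lowest score under 50 but half or more replicates reach 50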;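 further: yeast exposed to compound for 9 h at 30 °C; higher score means more reporter readthrough which indicates perturbed polyadenylation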
KCNQ1 block = inhibitors of human KCNQ1 potassium channel. P51787. CHO-K1 KCNQ1, FluxOR thallium flux fluorescence; active compounds read high. B-score at 10 µM. actives 1.3% (n = 310,000). AID 2642;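 active means compounds whose thallium flux B-score, printed positive for inhibition, exceeds three library SD while starting fluorescence stays within three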;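 further: channel opened by potassium depolarization with thallium stimulus after 20 min compound exposure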
Target sequence (P51787 whole entry, looked up): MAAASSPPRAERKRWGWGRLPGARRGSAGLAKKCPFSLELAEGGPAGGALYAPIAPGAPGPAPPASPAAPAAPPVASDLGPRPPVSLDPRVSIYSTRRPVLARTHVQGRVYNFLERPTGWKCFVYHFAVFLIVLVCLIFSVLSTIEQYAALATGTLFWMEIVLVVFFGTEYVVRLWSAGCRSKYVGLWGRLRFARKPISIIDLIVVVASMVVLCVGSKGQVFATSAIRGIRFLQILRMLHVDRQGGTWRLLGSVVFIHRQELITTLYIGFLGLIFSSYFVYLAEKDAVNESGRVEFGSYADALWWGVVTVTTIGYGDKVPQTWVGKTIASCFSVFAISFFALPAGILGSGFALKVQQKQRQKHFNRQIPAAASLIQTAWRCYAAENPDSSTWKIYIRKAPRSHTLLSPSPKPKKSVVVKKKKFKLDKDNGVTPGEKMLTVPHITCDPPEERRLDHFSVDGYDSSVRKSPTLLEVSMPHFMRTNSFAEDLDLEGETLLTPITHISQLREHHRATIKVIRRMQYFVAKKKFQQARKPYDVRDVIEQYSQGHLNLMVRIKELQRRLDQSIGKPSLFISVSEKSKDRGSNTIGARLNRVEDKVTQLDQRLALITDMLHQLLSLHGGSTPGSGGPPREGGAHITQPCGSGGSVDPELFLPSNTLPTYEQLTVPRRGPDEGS
Platelet DG rel = modulates dense granule release in human platelets. human platelet-rich plasma, SFLLRN dense granule ATP release, luminescence. inhibition, %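 (compounds screened at 7.5 µM in platelet-rich plasma)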. actives 0.22% (n = 300,000);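 active means mean replicate score, as percent of positive control, at or above 50; inconclusive means mean below 50 but at least one replicate at or above 50; inactive means mean and every replicate below 50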
TRPC4 act = TRPC4 (mouse) channel activation. B-score at 10 µM. Q9QUQ5. HEK293 TRPC4beta/mu-opioid, Fluo4 calcium fluorescence; active compounds read high. actives 0.49% (n = 310,000);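 active means B-score above 5 SD of library B-scores, and initial fluorescence ratio not above library mean plus 5 SD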;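 further: positive B-score marks a calcium rise read as TRPC4 activation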
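System: HEK293 cells stably co-expressing mouse TRPC4beta and mu-opioid receptor; Schedule: Fluo4 dye loading 45 min at room temperature, 110 s recording; Detection: Fluo4 fluorescence, kinetic; Evaluation: B-scored integrated calcium fluorescence ratio; Controls: buffer (low) and maximal DAMGO (high).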
DYRK1A inh = Dyrk1A (rat) kinase inhibition. Q63470. ADP-Glo luminescence, NFATc1 peptide. inhibition, % at 12.5 µM. actives 0.43% (n = 310,000). AID 504441; in the data active means inhibition above about 50%;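 further: plate controls were vehicle with enzyme for no effect and no enzyme for full effect; many of its hits are not listed in these tables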
TRPC4 potent = allosteric potentiators of mouse TRPC4 channel | actives 0.42% (n = 310,000) | HEK293 TRPC4beta/mu-opioid, DAMGO EC20, Fluo-4 Ca2+ flux; active compounds read high | B-score at 10 µM;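 active means B-score of calcium response area above 5 SD of library B-scores, with initial fluorescence ratio within 5 SD of library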;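 further: B-score of integrated fluorescence ratio over time as area under calcium response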
KCNK9 block = human KCNK9 channel inhibition; B-score at 10 µM; actives 1.2% (n = 310,000); HEK293 KCNK9, FluxOR thallium flux fluorescence; active compounds read low; AID 488922;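 active means ratio B-score over 3 SD below the library mean, with starting fluorescence within 5 SD of its mean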;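 further: negative B-score means less thallium flux so channel inhibition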
Target sequence (Q9NPC2 whole entry, looked up): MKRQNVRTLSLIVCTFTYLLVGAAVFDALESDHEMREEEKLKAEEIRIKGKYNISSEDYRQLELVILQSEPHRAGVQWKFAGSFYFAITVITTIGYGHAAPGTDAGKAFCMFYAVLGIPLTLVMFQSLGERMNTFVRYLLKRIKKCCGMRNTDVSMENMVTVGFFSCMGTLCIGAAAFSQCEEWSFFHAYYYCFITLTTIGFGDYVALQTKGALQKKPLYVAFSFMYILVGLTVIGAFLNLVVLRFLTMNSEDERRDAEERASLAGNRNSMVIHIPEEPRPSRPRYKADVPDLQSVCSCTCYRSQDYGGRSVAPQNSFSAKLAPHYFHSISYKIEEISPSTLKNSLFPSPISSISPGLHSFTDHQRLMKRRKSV
KCNK3 inh = human KCNK3 channel inhibition, primary screen; O14649; CHO-KCNK3 thallium flux, FluxOR fluorescence; active compounds read low; B-score at 10 µM; actives 0.84% (n = 340,000);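 active means B-score under library mean minus 4 SD, starting fluorescence ratio at most library mean plus 5 SD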;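 further: more negative B-score means stronger inhibition of thallium flux through KCNK3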
KCNQ1 act = potentiates or activates the human KCNQ1 potassium channel. P51787. AID 2648. actives 0.35% (n = 310,000). CHO-K1 KCNQ1, thallium flux FluxOR fluorescence; active compounds read high. B-score at 10 µM;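 active means fluorescence ratio B-score, a plate-corrected score, at least three library SD, with initial intensity B-score within 5 SD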
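Material: CHO-K1 cells stably expressing KCNQ1. Medium: assay buffer for compound exposure, DMSO matched across wells. Reagent: K+/Tl+ depolarizing stimulus. Compound dosing: single-concentration screen. Times: 37 °C overnight plating, 90-min dark dye load, 20-min compound pretreatment. Technique: FluxOR Tl+ flux fluorescence.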
TRPC4 block = TRPC4 (mouse) channel inhibition; Q9QUQ5; HEK293 TRPC4beta/mu-opioid, DAMGO-evoked Fluo4 calcium flux; active compounds read low; B-score at 10 µM; actives 0.39% (n = 300,000); AID 2247;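 active means B-score over 3 SD under the library average, no early fluorescence shift, positive overall ratio signal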
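Material: HEK293 cells with stable TRPC4beta plus mu-opioid receptor expression / Probe or stimulus: DAMGO in two steps, submaximal then maximal / Compound: single concentration per test compound / Technique: kinetic Fluo4 fluorescence imaging of calcium influx / Read-out: per-well B score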
The depositor's hits bear a star; i = inactive; ? = inconclusive; . = not tested or not shown. Some of the compounds tested (hit frequency here may not be typical).

SMILES	hERG protect	PolyA inh	KCNQ1 block	Platelet DG rel	TRPC4 act	DYRK1A inh	TRPC4 potent	KCNK9 block	KCNK3 inh	KCNQ1 act	TRPC4 block
S=C1NCCOCCOCCOCCNC(=S)NCCOCCOCCOCCN1	-9	i	i	1	i	1	i	i	i	i	i
CCN(CC)CCP(=O)(c1ccccc1)c1ccccc1	-2	i	i	3	i	2	i	i	i	i	i
O=C(NCc1cn2ccsc2n1)c1c(F)cccc1Cl	-15	i	i	16	i	1	i	i	i	i	i
Cc1ccc(NC(=O)c2cc(S(=O)(=O)c3ccccc3)ccc2Cl)cc1	0	i	i	3	i	5	i	i	i	i	i
Cc1c(Cl)cccc1NC(=S)NCc1cccs1	-2	i	i	-5	i	-16	i	i	i	i	i
CNC(=S)N1CCN(c2ccc(Cl)c(Cl)c2)CC1	-10	i	i	11	i	-4	i	i	i	i	i
O=C(CNc1ccccc1F)N/N=C/C1CC=CCC1 (configuration not stated)	-6	.	i	.	i	.	i	i	i	i	i
COc1ccc(C(CNC(=O)CCOc2ccccc2)N(C)C)cc1 (configuration not stated)	-9	i	i	8	154*	-8	i	i	i	i	i
CCC(=O)N1c2ccc(S(=O)(=O)NCc3ccccc3)cc2CC1C (configuration not stated)	-5	i	i	-10	i	4	i	i	i	i	i
Cc1ccccc1N1CCN(C2CCCN(C(=O)c3cn4c(C)cccc4n3)C2)CC1 (configuration not stated)	-11	i	i	-16	i	2	i	i	i	i	i
Cc1ccc(C(=O)NCCC(=O)N2CCC3(CC2)NCCc2[nH]cnc23)cc1	-13	i	i	-6	i	-5	i	i	i	i	i
CS(=O)(=O)N1CCC(C(=O)Nc2ccc(F)c(Cl)c2)CC1	-7	i	i	-1	i	11	i	i	i	i	i
O=C(Nc1ccccc1NS(=O)(=O)c1ccc(F)cc1)C1CCCC1	-5	i	i	-2	i	6	i	i	i	i	i
C/C(=C\c1ccccc1)CN1CCN(C(C)C)C(CCO)C1 (configuration not stated)	1	i	i	2	i	-6	i	i	i	i	i
N/C(=N\S(=O)(=O)c1ccccc1)c1ccc([N+](=O)[O-])cc1	-3	i	i	-7	i	-5	i	i	i	i	i
CSc1nnc(-c2ccc(S(=O)(=O)N3CCCC3)cc2)n1C	-8	i	i	-2	i	4	i	i	i	i	i
COc1ccc(OCC(O)Cn2ccnc2C)cc1 (configuration not stated)	0	i	i	-7	i	-6	i	i	i	i	i
O=C(NCc1ccccc1C(F)(F)F)C1CC(c2ccc(C(F)(F)F)cc2)=NO1 (configuration not stated)	-5	i	i	0	i	1	i	i	i	i	i
CC(Sc1nnc(-c2ccc(Cl)cc2)n1C)C(N)=O (configuration not stated)	-5	i	i	5	i	-1	i	i	i	i	i
O=C(Cc1n[nH]c(=O)c2ccccc12)NCc1ccc(Cl)cc1	-7	i	i	?	i	2	i	i	i	i	i
N#Cc1nc(Cc2cccc3ccccc23)oc1N1CCC(C(N)=O)CC1	-2	i	i	5	i	1	i	i	i	i	i
CCOCCn1ccc2c(OCC(=O)Nc3cc(OC)ccc3OC)cccc2c1=O	-8	i	i	17	i	7	i	i	i	i	i
O=C(CSc1nnc(CNC(=O)c2ccco2)o1)Nc1ccccc1C(F)(F)F	-6	i	i	3	i	-8	i	i	i	i	i
COc1ccc(OC)c(S(=O)(=O)N2CCCc3ccccc32)c1	-8	i	i	3	i	-5	i	i	i	i	i
Cn1c(/C(C#N)=C(\O)c2cc(Cl)sc2Cl)nc2ccccc21	-5	i	i	11	i	1	i	i	i	i	i
CCc1nc(C(N)=O)c2[nH]c(=O)n(-c3ccccc3F)c2n1	-9	i	i	6	i	-3	i	i	i	i	i
CC(CNc1ccc([N+](=O)[O-])c2cccnc12)Nc1c([N+](=O)[O-])cc(C(F)(F)F)cc1[N+](=O)[O-] (configuration not stated)	-3	i	i	3	i	-5	i	i	i	i	i
C=CCn1cnc2c(c1=O)c1nc3ccccc3nc1n2-c1ccc(C)cc1	-3	i	i	-5	i	.	i	i	.	i	i
Cc1c(C)c2c(OCC(=O)N[C@@H](C)C(=O)O)cc3c(c2oc1=O)CCC(C)(C)O3	-6	i	i	-1	i	-6	i	i	i	i	i
O=C(NC(NC(=S)Nc1ccccc1O)C(Cl)(Cl)Cl)c1ccco1 (configuration not stated)	-4	i	i	-1	i	1	i	i	i	i	i
CCCN1CCN(CCCNC(=O)Cn2nc(C)n3c(cc4cc(OC)ccc43)c2=O)CC1	-7	i	i	-3	i	3	i	i	i	i	i
Cc1ccc(N2CCN(c3ccc(C)cc3)C2c2cccnc2)cc1	-8	i	i	-3	i	-1	i	i	i	i	i
CCCCC(CC)C(=O)Nc1cc(C(=O)NCCC)ccc1N1CCC2(CC1)CC(c1ccccc1)=NO2 (configuration not stated)	-13	i	i	-2	i	-11	i	i	i	i	i
COC(=O)C(c1ccccc1)C1(O)CC(C)N(C)CC1C (configuration not stated)	-5	i	i	0	i	-2	i	i	i	i	i
O=C(/C=C/c1cccc([N+](=O)[O-])c1)NCCSCc1ccc(Cl)cc1	-12	i	i	-12	i	4	i	-9*	i	i	i
CCOc1ccccc1N1CCN(S(=O)(=O)c2ccc3c4c(cccc24)C(=O)N3)CC1	-7	i	7*	-3	i	4	i	i	i	i	i
COc1ccc(C2NC(c3ccc(OC)c(OC)c3OC)C(C)C(=O)C2C)c(OC)c1OC (configuration not stated)	-2	i	i	-2	i	5	i	i	i	10*	i
CCn1c(CSc2nc(C)cs2)nc2cc(S(=O)(=O)N(C)C)ccc21	-10	i	i	1	i	2	i	i	i	i	i
CCOCCCn1c(=S)[nH]c2cc(C(=O)N3CCN(C)CC3)ccc2c1=O	-15	i	i	-9	i	-1	i	i	i	i	i
CCC(C)NC(=O)C1CCCN(S(=O)(=O)c2ccc3c(c2)CC(C)N3C(=O)C2CC2)C1 (configuration not stated)	-8	i	i	15	i	58*	i	i	i	i	i
Cc1cccc(Cl)c1NC(=O)N1CCN(c2ccnc3cc(Cl)ccc23)CC1	-8	i	i	-4	i	5	i	i	i	i	i
C=CCn1c2ccccc2c2nnc(SCC(=O)OCN3C(=O)c4ccccc4C3=O)nc21	-10	i	i	5	i	-4	i	i	i	i	i
COc1ccccc1N1CCN(C2CCCN(C(=O)CC(F)(F)F)C2)CC1 (configuration not stated)	-8	i	i	9	i	-3	i	i	i	i	i
CC(c1ccccn1)N(C)C(=O)c1ccc2nc(Cc3ccccc3F)oc2c1 (configuration not stated)	-4	i	i	-8	i	-4	i	i	i	i	i
CN(C)c1ccc(C2N3CC4(C)CN2CC(C)(C3)C4O)cc1 (configuration not stated)	-13	i	i	2	i	4	i	i	i	i	i
COc1ccc(C(=O)Nc2nnc(-c3ccccc3)o2)cc1OC	-4	i	i	-3	i	-1	i	i	i	i	i
COc1ccc(N2CC(C(=O)Nc3nnc(Cc4ccccc4)s3)CC2=O)cc1 (configuration not stated)	-5	i	i	-15	i	-5	i	i	i	i	i
Cc1ccc(C2C(C(=O)c3cccs3)=C(O)C(=O)N2c2nnc(C)s2)cc1 (configuration not stated)	-21	i	i	-2	i	.	i	i	i	i	i
CC1=C(C)CC(C(=O)Nc2nc(C)cs2)C(C(=O)O)C1 (configuration not stated)	-10	i	i	0	i	-5	i	i	i	i	i
CCOC(=O)c1ccc(NC(C)=O)c([N+](=O)[O-])c1	-10	i	i	5	i	3	i	i	i	i	i
CC(=O)Nc1ccc(NC(=O)C2CC(=O)N(C(C)C)C2)cc1 (configuration not stated)	-3	i	i	-2	i	-1	i	i	i	i	i
CC(C)c1ccc(CNCCCSc2ncccn2)cc1	-14	i	i	0	i	-1	i	i	i	i	i
C/C(=N\NC(=O)c1n[nH]c2c1CCC2)c1ccco1	4	i	i	31	i	17	i	i	i	i	i
CCOC(=O)c1sc2nc(CC(=O)OC)nc(N(C)CCc3ccccn3)c2c1C	-10	i	i	-6	i	-5	i	i	-10*	i	i
CCOc1cc(/C=N/NC(=O)c2cccc(S(=O)(=O)N3CCOCC3)c2)ccc1OCC(=O)N(C)C	-10	i	i	15	i	-7	i	i	i	i	i
COC(=O)C1CCN(c2cnccn2)CC1	-6	i	i	-1	i	0	i	i	i	i	i
C=CCn1c(C)cc(-c2csc(NC(=O)C3=COCCO3)n2)c1C	-14	i	i	2	i	11	i	i	i	i	i
O=C(/C=C/c1ccco1)c1ccc(NC(=O)C23CC4CC(CC(C4)C2)C3)cc1	-9	i	i	9	i	-5	i	i	i	i	i
CCN(CC(=O)Nc1ccc2c(c1)OCCO2)C(=O)/C=C/c1ccc(OC)cc1OC	-17	i	i	8	i	-2	i	i	i	i	i
Cc1ccc2c(c1)c1ncn(Cc3ccc(F)cc3)c(=O)c1n2C	-5	i	i	6	i	.	i	i	i	i	i
More entries follow.
SMILES	hERG protect	PolyA inh	KCNQ1 block	Platelet DG rel	TRPC4 act	DYRK1A inh	TRPC4 potent	KCNK9 block	KCNK3 inh	KCNQ1 act	TRPC4 block
COc1ccc(NC(=O)C(C)Oc2ccc(/C(C)=N\O)cc2)cc1 (configuration not stated)	4	i	i	-4	i	1	i	i	i	i	i
Cc1ccc2c(CC(=O)NCC3COc4ccccc4O3)coc2c1 (configuration not stated)	-11	i	i	8	i	1	i	i	i	i	i
CCOC(=O)C1CCCN(C(=O)c2cc(S(=O)(=O)N3CCCCC3)c[nH]2)C1 (configuration not stated)	-10	i	i	4	i	1	i	i	i	i	i
N#Cc1cn(Cc2ccccc2)c2ccccc12	-6	i	i	0	i	31	i	i	i	i	i

Three compounds picked at random from those above, as already listed:
SMILES	hERG protect	PolyA inh	KCNQ1 block	Platelet DG rel	TRPC4 act	DYRK1A inh	TRPC4 potent	KCNK9 block	KCNK3 inh	KCNQ1 act	TRPC4 block
N#Cc1cn(Cc2ccccc2)c2ccccc12	-6	i	i	0	i	31	i	i	i	i	i
Cc1ccc2c(CC(=O)NCC3COc4ccccc4O3)coc2c1 (configuration not stated)	-11	i	i	8	i	1	i	i	i	i	i
COc1ccc(NC(=O)C(C)Oc2ccc(/C(C)=N\O)cc2)cc1 (configuration not stated)	4	i	i	-4	i	1	i	i	i	i	i
